KAT2A inh – qHTS Assay for Inhibitors of GCN5L2; GCN5L2 HAT assay, ThioGlo1 CoA-SH fluorescence; Potency, µM (titrated, usually from 58.9 µM), for inactives: at the highest dose activity change, negative = inhibition, hits mostly inhibitors; 0.21% of 390,000 active
Target sequence (Q92830 whole entry, looked up): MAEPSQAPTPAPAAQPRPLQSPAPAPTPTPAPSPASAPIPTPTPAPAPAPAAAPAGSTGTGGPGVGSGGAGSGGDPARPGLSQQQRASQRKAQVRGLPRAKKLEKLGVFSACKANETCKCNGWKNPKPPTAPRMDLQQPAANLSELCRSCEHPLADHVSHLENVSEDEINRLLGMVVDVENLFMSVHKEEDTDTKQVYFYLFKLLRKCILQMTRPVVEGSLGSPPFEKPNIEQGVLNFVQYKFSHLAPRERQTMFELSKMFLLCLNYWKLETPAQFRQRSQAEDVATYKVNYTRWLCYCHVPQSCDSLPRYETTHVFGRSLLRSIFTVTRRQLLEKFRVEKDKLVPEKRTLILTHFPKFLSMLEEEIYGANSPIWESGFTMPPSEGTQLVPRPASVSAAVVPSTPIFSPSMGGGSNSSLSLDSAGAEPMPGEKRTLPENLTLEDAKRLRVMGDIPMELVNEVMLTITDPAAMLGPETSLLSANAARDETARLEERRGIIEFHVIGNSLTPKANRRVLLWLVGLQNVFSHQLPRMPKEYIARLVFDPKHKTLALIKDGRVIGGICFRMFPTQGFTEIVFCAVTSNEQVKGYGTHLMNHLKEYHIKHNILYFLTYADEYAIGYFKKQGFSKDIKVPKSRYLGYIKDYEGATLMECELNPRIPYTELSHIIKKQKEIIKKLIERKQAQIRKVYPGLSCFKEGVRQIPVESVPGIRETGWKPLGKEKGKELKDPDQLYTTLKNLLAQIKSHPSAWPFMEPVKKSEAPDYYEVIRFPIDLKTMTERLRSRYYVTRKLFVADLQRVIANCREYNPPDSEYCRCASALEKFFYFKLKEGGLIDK
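ThioGlo1-coupled HAT assay: 20nM GCN5L2, 70uM acetyl-CoA, 75uM H3(1-25) peptide, pH 7.5. Fluorescence read at 340/540nm at start and after 20 min at room temperature.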
FEN1 inhibitor – qHTS Assay for the Inhibitors of Human Flap endonuclease 1 (FEN1). P39748. Recombinant FEN1 flap cleavage, fluorescence, 15 min. Potency, µM (titrated, usually from 114 µM), for inactives: at the highest dose activity change, negative = inhibition, usual class: inhibitors. 0.35% of 390,000 active; also: nearly all actives have a fitted effect of over 65% in size
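FEN1 at 10 nM preincubated with compounds 15 min at room temperature, then flap DNA substrate added at 50 nM final. Signal read at 0 and 15 min; concentration-response fitted with four-parameter Hill equation.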
TDP1 cell CPT – qHTS for Inhibitors of human tyrosyl-DNA phosphodiesterase 1 (TDP1): qHTS in cells in presence of CPT. Potency, µM (titrated, usually from 46.2 µM), inactives show at the highest dose activity change, negative = growth inhibition, hits mostly inhibitors. AID 686979, 2013. chicken DT40 Tdp1-/-;hTDP1 cells + 20 nM CPT, ATP luminescence, 48 h. 12% of 420,000 active; also: nearly all actives have a fitted effect of over 55% in size
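Chicken DT40 Tdp1-/- cells complemented with human TDP1, 400 cells/well, exposed to compounds plus 20 nM camptothecin for at least 48 h at 37 C; viability read as ATP content by CellTiter-Glo luminescence.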
Active calls of the source: *; ? = inconclusive; · = not tested or not shown; & = joins results of further samples; [ ] = dose if it differs, or a comment. Calls follow the shape of the dose curve; as a rule, active = well fitted curve in the direction sought with a large enough effect; inconclusive = small, poorly fitted or top-dose-only effect, or another doubt; inactive = no such curve, though single readings can be large; an effect the other way counts as inactive or inconclusive. % is scaled to controls: 0 for no effect and ±100 for the full control effect; potency is read from the fitted curve at half-maximal effect.

#1 COc1cc(/C=C(\C#N)C(=O)Nc2cccc(C(=O)O)c2)ccc1OCc1ccc(Cl)cc1
#2 OCCO
#3 Cc1ccc(C2c3sc(=O)[nH]c3SC3C4CC(C5C(=O)N(C(C)C(=O)O)C(=O)C45)C23)cc1 (stereo unspecified)
#4 COc1ccc(C)cc1NC(=O)Cn1nc(N2CCN(c3ccccc3OC)CC2)ccc1=O
#5 Cc1ccc(-c2ccc(CCC(=O)O)n2Cc2ccco2)cc1
#6 COc1cc(CN(C(=O)c2cccc(C)c2)c2ccccn2)cc(OC)c1OC
#7 CCN(Cc1ccccc1)C1CCN(Cc2ccc(SC)cc2)CC1
#8 CCOC(=O)c1cccc(NC(=O)CN2C(=O)c3ccccc3Sc3ncccc32)c1
assay / entry	1	2	3	4	5	6	7	8
FEN1 inhibitor	?	-1%	2%	-9%	-10%	-2%	-5%	11%
KAT2A inh	-26%	-5%	3%	13%	-4%[0.501 µM]	-11%	1%	-1%
TDP1 cell CPT	0%	4%	-2%	?	-27%	13µM*	?	?

#9 COc1cc(/C=C2\SC(=O)N(CCNC(=O)c3cnc(C)cn3)C2=O)cc(OC)c1OC
#10 CCCC(=O)NC(=S)Nc1cccc(NC(=O)c2ccccc2Cl)c1
#11 CCCn1nnnc1SCC(=O)N1CCCc2ccccc21
#12 CN(C)/C=C/C(=O)c1ccc(Br)cc1
#13 CN(C)S(=O)(=O)c1ccc(NC(=O)CN2CCc3ccccc32)cc1
#14 COc1cc(NC(=S)Nc2ccccn2)cc(OC)c1
#15 COc1cccc(CN(C)C(=O)c2cccnc2SC)c1OC
#16 O=C(Nc1ccc(Cl)cc1)OCCn1nnnc1C(c1ccccc1)N1CCOCC1 (stereo unspecified)
assay / entry	9	10	11	12	13	14	15	16
FEN1 inhibitor	0%	1%	-5%	-13%	-10%	-8%	-16%	-5%
KAT2A inh	-7%	0%	-5%	-12%	-19%	0%	-3%	-14%
TDP1 cell CPT	?	?	-7%	43%[activator]	-4%	?	-12%	-9%

Sorted by molecular weight (low to high): some entries from above.
#2 OCCO
#12 CN(C)/C=C/C(=O)c1ccc(Br)cc1
#14 COc1cc(NC(=S)Nc2ccccn2)cc(OC)c1
#5 Cc1ccc(-c2ccc(CCC(=O)O)n2Cc2ccco2)cc1
#11 CCCn1nnnc1SCC(=O)N1CCCc2ccccc21
#15 COc1cccc(CN(C)C(=O)c2cccnc2SC)c1OC
#7 CCN(Cc1ccccc1)C1CCN(Cc2ccc(SC)cc2)CC1
#13 CN(C)S(=O)(=O)c1ccc(NC(=O)CN2CCc3ccccc32)cc1
#10 CCCC(=O)NC(=S)Nc1cccc(NC(=O)c2ccccc2Cl)c1
#6 COc1cc(CN(C(=O)c2cccc(C)c2)c2ccccn2)cc(OC)c1OC
assay / entry	2	12	14	5	11	15	7	13	10	6
FEN1 inhibitor	-1%	-13%	-8%	-10%	-5%	-16%	-5%	-10%	1%	-2%
KAT2A inh	-5%	-12%	0%	-4%[0.501 µM]	-5%	-3%	1%	-19%	0%	-11%
TDP1 cell CPT	4%	43%[activator]	?	-27%	-7%	-12%	?	-4%	?	13µM*

#8 CCOC(=O)c1cccc(NC(=O)CN2C(=O)c3ccccc3Sc3ncccc32)c1
#16 O=C(Nc1ccc(Cl)cc1)OCCn1nnnc1C(c1ccccc1)N1CCOCC1 (stereo unspecified)
#9 COc1cc(/C=C2\SC(=O)N(CCNC(=O)c3cnc(C)cn3)C2=O)cc(OC)c1OC
#1 COc1cc(/C=C(\C#N)C(=O)Nc2cccc(C(=O)O)c2)ccc1OCc1ccc(Cl)cc1
#4 COc1ccc(C)cc1NC(=O)Cn1nc(N2CCN(c3ccccc3OC)CC2)ccc1=O
#3 Cc1ccc(C2c3sc(=O)[nH]c3SC3C4CC(C5C(=O)N(C(C)C(=O)O)C(=O)C45)C23)cc1 (stereo unspecified)
assay / entry	8	16	9	1	4	3
FEN1 inhibitor	11%	-5%	0%	?	-9%	2%
KAT2A inh	-1%	-14%	-7%	-26%	13%	3%
TDP1 cell CPT	?	-9%	?	0%	?	-2%

Next part.
#17 S=C(NCc1ccco1)N1CCN(c2ccc(Cl)cc2)CC1
#18 CCN(CC)c1ccc(C(=O)OCC(=O)Nc2sccc2C#N)cc1
#19 C=CCOC(=O)C1=C[C@@H](c2ccc3c(c2)OCO3)C[C@@H](OCc2ccc(CO)cc2)O1
#20 Cc1csc(NC(=O)/C=C/c2ccc3c(c2)OCO3)n1
#21 O=C(COC(=O)Cc1ccc(S(=O)(=O)N2CCOCC2)s1)Nc1ccc2c(c1)OCO2
#22 Cc1nc2ccccc2n1S(=O)(=O)c1ccc(F)cc1
#23 COc1ccccc1NC(=O)NC1(C(=O)NCC2CCCO2)CCCCC1 (stereo unspecified)
#24 C[C@H]1COC(=O)[C@H](CC(=O)OC(C)(C)C)C/C=C\C[C@@H](CC(=O)NCCO)C(=O)N1
assay / entry	17	18	19	20	21	22	23	24
FEN1 inhibitor	-6%	-15%	?	-1%	2%	-3%	0%	18%
KAT2A inh	9%	-4%	-8%	-9%	-3%	-3%	-2%	-1%
TDP1 cell CPT	-4%	?	?	?	-1%	12%	4%	-22%

#25 CCOC(=O)c1ccc(NC(=O)[C@@H](NC(N)=O)C(C)C)cc1
#26 Cc1ccc2cc(NC(=O)c3ccccc3C)ccc2n1
#27 COCc1ccc(C(=O)N2CCCC(Nc3ccc(F)c(F)c3)C2)s1 (stereo unspecified)
#28 O=C(c1ccc2ccccc2c1)N1CCN(c2ccccc2)CC1
#29 O=C(N/N=C/c1ccncc1)c1ccccc1OCc1ccc(Br)cc1
#30 CCOC(=O)C1=C(CN2CCN(c3ccc(OC)cc3)CC2)NC(=O)NC1c1ccc(OC)cc1 (stereo unspecified)
#31 Cc1ccc2nc(COc3cccc(NC(=O)COc4ccccc4F)c3)cc(=O)n2c1
#32 CSc1ccc(C2c3c(oc4cc(C)cc(C)c4c3=O)C(=O)N2CCO)cc1 (stereo unspecified)
assay / entry	25	26	27	28	29	30	31	32
FEN1 inhibitor	-2%	25%	0%	-2%	-4%	1%	10%	8%
KAT2A inh	-13%	-18%	-12%	·	3%	-7%	-18%	-2%
TDP1 cell CPT	14%	-16%	?	-13%	?	?	-20%	?

#33 Cc1cc(N2CCOCC2)nc(NCc2ccccc2)n1
#34 Cc1cccc(NC(=O)c2ccc(C3SCC(=O)N3CCc3ccccc3)cc2)c1 (stereo unspecified)
#35 O=C(O)CCSc1ccc([N+](=O)[O-])cc1[N+](=O)[O-]
#36 O=C(CCn1c(=O)[nH]c2ccccc2c1=O)NCCSCc1ccccc1
#37 CC(=O)Nc1c(C(=O)N2CCCCCC2)cnn1-c1ccccc1
#38 Cc1cccc(/C=C/c2nc3ccccc3c(=O)[nH]2)c1
#39 CN1CCN(c2nc(NCc3ccco3)nc(N)c2[N+](=O)[O-])CC1
#40 CC(=O)c1ccc(Nc2nc(N3CCOCC3)nc(N3CCOCC3)n2)cc1
assay / entry	33	34	35	36	37	38	39	40
FEN1 inhibitor	-3%	-12%	14%	7%	5%	-5%	2%	4%
KAT2A inh	-1%	-10%	1%	3%	-6%[0.501 µM]	-3%	-10%	-13%
TDP1 cell CPT	21µM*	?	?	-4%	21%	21µM*	8%	?

#41 CC(C)[C@H](NC(=O)c1ccc(C(C)(C)C)cc1)C(=O)Nc1nnc(C2CC2)s1
#42 O=C(CSc1nc(=O)[nH]c2c1CCCC2)Nc1ccc(F)cc1F
#43 Cc1ccc(C(=S)N2CCN(Cc3ccccc3)CC2)s1
#44 CCOC(=O)C1CCN(S(=O)(=O)c2ccc3c(c2)N(C)C(=O)CC(=O)N3C)CC1
#45 CC(=O)Nc1nc(C)c(Oc2ccc(Cl)cc2)c(=O)[nH]1
#46 CCOC(=O)c1sc2ncnc(NCC(c3cccs3)N(C)C)c2c1C (stereo unspecified)
#47 COC(=O)Nc1ccc(S(=O)(=O)Nc2ncccn2)cc1
#48 CCC(C)N(C(=O)CSc1ncnc2c1cnn2-c1ccccc1)C1CCS(=O)(=O)C1 (stereo unspecified)
assay / entry	41	42	43	44	45	46	47	48
FEN1 inhibitor	12%	2%	-10%	19%&0%	-2%	-16%	2%	2%
KAT2A inh	-3%	2%	-5%	-16%&-8%	2%	-9%	2%	0%
TDP1 cell CPT	23µM*	11%	?	-27%&-5%	0%	29µM*	-14%	-31%

#49 O=C(NCc1nnc(SCC(=O)N2CCCC2)o1)c1cccc(C(F)(F)F)c1
#50 Cc1ccc(C(=O)Nc2c(C)nc3ccccn3c2=O)cc1
#51 COc1cc2cnc(-c3ccccc3)c(-c3ccc(C#N)cc3)c2cc1OC
#52 O=C(O)CCNC1C=CS(=O)(=O)C1 (stereo unspecified)
#53 CCc1ccc(N(CC(=O)NC2CC2)S(=O)(=O)c2ccc(C)cc2)cc1
#54 CC1CC(C)CN(S(=O)(=O)c2ccc(NC(=O)CCN3C(=O)C4CC=CCC4C3=O)cc2)C1 (stereo unspecified)
#55 O=c1[nH]c2ccccc2[n+]([O-])c1-c1ccccc1
#56 NNC(=O)c1[nH]c2ccc([N+](=O)[O-])cc2c1-c1ccccc1
assay / entry	49	50	51	52	53	54	55	56
FEN1 inhibitor	-10%	-2%	-27%	2%	2%	-10%	-6%	3%
KAT2A inh	-9%	4%	3%	-4%	-11%	?	-11%	-5%
TDP1 cell CPT	-2%	4%	?	-22%	-22%	-27%	2%	21µM*

#57 CCc1ccc(Nc2nc(N3CCOCC3)nc(N3CCOCC3)n2)cc1
#58 CCn1c(C)cc(O)cc1=O
#59 COc1ccc(NC(=O)Cn2c(=O)oc3cc(S(=O)(=O)N4CCCC4)ccc32)c(OC)c1
#60 Cc1noc(C)c1COC(=O)c1cc(S(=O)(=O)N2CCOCC2)ccc1F
#61 Cc1ccc(S(=O)(=O)N2CCOC2CNC(=O)C(=O)NCc2cccnc2)cc1 (stereo unspecified)
#62 CCCCn1c(N)c(N(CC)C(=O)CCNC(=O)NC23CC4CC(CC(C4)C2)C3)c(=O)[nH]c1=O
#63 COc1ccc(N(CC(=O)NC(C)(C)C)S(=O)(=O)c2ccccc2)cc1OC
#64 CC(=O)c1ccc(NC(=O)c2ccc(NC(=O)CCS(=O)(=O)c3cccs3)cc2)cc1
assay / entry	57	58	59	60	61	62	63	64
FEN1 inhibitor	-13%	-6%	0%	21%	-6%	-6%	-3%	-12%&-4%
KAT2A inh	5%	-2%	-3%	-6%	2%	-5%	-3%	-13%&-2%
TDP1 cell CPT	?	-2%	?	-9%	2%	18%	2%	-3%&-5%

#65 O=C(Nc1ccn(CC(=O)N2CCN(c3ccccn3)CC2)c(=O)n1)OCc1ccccc1
#66 CCCc1cc(=O)n2nc(N3CCC(C(=O)N4CCN(c5ccc(OC)cc5)CC4)CC3)sc2n1
#67 CC(C)Cn1c(N)c(C(=O)COC(=O)c2cc(C3CC3)nc3ccccc23)c(=O)n(C)c1=O
#68 CCOc1cc(N2CCOCC2)c(OCC)cc1NC(=O)CN1C(=O)NC2(CCCCCCC2)C1=O
#69 Cc1cc(NC(c2ccc(Cl)cc2)c2ccc3cccnc3c2O)no1 (stereo unspecified)
#70 CC1=NN(c2ccccc2)C(=O)/C1=C/c1cc(C)n(C2CC2)c1C
#71 CCOc1cccc(=O)c2c(C)n(-c3ccc(C(=O)O)cc3)c(C)c12
#72 CCc1ccc(NC(=O)CCCN2C(=O)C3CC=CCC3C2=O)cc1 (stereo unspecified)
assay / entry	65	66	67	68	69	70	71	72
FEN1 inhibitor	-3%	17%	-4%	4%	-10%	-5%	?	1%
KAT2A inh	0%	0%	-13%	0%	-15%	-3%	-11%	-17%
TDP1 cell CPT	9%	2.6µM*	?	-9%	4.1µM*	-22%	2%	-16%

#73 CCOc1ccc(Nc2nc(Nc3ccc(O)cc3)nc(C)c2[N+](=O)[O-])cc1
#74 Cc1cc(C)nc(N2CCCC(C(=O)NCCc3ccc(F)cc3)C2)n1 (stereo unspecified)
#75 CCCCc1ccc(NS(=O)(=O)c2cccs2)cc1
#76 CC(C)(C)c1cc(N/C=C\c2nnnn2-c2ccc(Br)cc2)no1
assay / entry	73	74	75	76
FEN1 inhibitor	-1%	6%	-10%	8%
KAT2A inh	-2%	-1%	-2%	-1%
TDP1 cell CPT	-20%	-7%	-23%	-19%

This is a subset (hit frequency here may not be typical).
